Ba/F3 V617F tox: lowers viability of Ba/F3 cells expressing EpoR and JAK2V617F; ATP luminescence; inhibition, % at 5.6 µM; 220,000 tested, 1.1% active; AID 1446;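 active = inhibition above the campaign mean plus 3 SD over all tested compounds, cut at about 24% in these data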;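 note: cytokine-independent growth of Ba/F3 cells driven by EpoR plus mutant JAK2; 0% = DMSO-treated cells and 100% = JAK inhibitor I control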
S1P4 agonist: human S1P4 receptor agonism | O95977 | S1P4-expressing cell line, agonist reporter assay | activation, % at 4.98 µM | 220,000 tested, 0.35% active; in the data active = activation above about 11%;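 note: 0% = DMSO vehicle and 100% = reference agonist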
Target sequence (O95977 whole entry, looked up): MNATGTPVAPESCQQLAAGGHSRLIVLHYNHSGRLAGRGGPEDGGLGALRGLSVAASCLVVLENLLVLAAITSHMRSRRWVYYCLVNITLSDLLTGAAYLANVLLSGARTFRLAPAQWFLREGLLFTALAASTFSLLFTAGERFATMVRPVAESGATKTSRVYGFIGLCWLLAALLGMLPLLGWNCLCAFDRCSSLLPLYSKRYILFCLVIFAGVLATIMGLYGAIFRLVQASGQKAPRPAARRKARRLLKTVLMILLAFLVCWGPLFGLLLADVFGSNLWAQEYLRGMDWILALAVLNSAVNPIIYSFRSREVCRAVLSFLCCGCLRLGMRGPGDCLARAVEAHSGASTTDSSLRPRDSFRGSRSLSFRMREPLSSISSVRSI
NPY1 pot ag: potentiates or activates human NPY-Y1 receptor | NPY-Y1 expressing cells, potentiator/agonist activation | activation, % at 3.6 µM | 220,000 tested, 0.37% active | AID 1304; in the data active = activation above about 33%, passing the limit was not always enough;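 note: cells stimulated with NPY at EC10 then isoproterenol at EC100; 0% = low agonist plus stimulus and 100% = saturating agonist plus stimulus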
NPY2 pot ag: potentiators or agonists of human neuropeptide Y receptor Y2; activation, % at 3.6 µM; cells expressing NPY-Y2, potentiator/agonist read-out; P49146; 220,000 tested, 0.45% active; AID 1359; in the data active = activation above about 27%;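 note: cells stimulated with NPY near EC25 plus isoproterenol at EC100; 0% = vehicle plus submaximal agonist and 100% = vehicle plus saturating agonist; some results beyond the cut were filed as inactive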
Target sequence (P49146 whole entry, looked up): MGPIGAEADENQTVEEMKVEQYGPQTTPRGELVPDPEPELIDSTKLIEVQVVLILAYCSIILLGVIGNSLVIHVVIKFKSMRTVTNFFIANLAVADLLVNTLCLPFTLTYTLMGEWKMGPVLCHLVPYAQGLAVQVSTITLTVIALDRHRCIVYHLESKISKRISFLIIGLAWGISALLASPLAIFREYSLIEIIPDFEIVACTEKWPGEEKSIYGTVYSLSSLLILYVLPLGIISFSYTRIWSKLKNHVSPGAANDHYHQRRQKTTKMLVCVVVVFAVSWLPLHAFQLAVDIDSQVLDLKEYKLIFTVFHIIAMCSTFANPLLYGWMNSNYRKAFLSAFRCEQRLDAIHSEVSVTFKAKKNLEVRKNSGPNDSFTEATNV
NPY Y1 blocker: blocks the human neuropeptide Y Y1 receptor. HEK293-CNG Y1 cells, membrane potential fluorescence; NPY at EC95, then isoproterenol. inhibition, % at 3.6 µM. 200,000 tested, 1% active;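 active = inhibition above the campaign mean inhibition of all tested compounds plus 3 SD, cut at about 20% in these data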;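 note: 0% = DMSO wells given NPY plus isoproterenol and 100% = isoproterenol alone without NPY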
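Material: HEK293 cells co-expressing NPY Y1 receptor and cyclic-nucleotide gated channel. Timing: compound incubation 1 h at room temperature, readout 45 min post-stimulation. Signal: fluorescence, membrane potential probe.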
BaF3 parental: counter-screen for JAK2V617F inhibitors: parental Ba/F3 viability inhibitors | AID 1486 | CellTiter-Glo ATP luminescence | 220,000 tested, 1.1% active | inhibition, % at 5.6 µM;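 active = inhibition above a per-campaign cutoff, the mean inhibition of all tested compounds plus 3 SD, cut at about 27% in these data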;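 note: 0% = DMSO wells and 100% = JAK Inhibitor I control wells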
Runt-CBFb FRET: Runt domain-CBFb interaction inhibition; Q01196+Q13951; inhibition, % at 20 µM; Cerulean-Runt/Venus-CBFb FRET ratio 530/480, 1 h; 220,000 tested, 0.46% active; AID 1496;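 active = inhibition over about 50% at 20 µM in the single-dose screen, limit read from the data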;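 note: 0% = DMSO wells and 100% = excess unlabeled CBFb competitor control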
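Assay system: Cerulean-Runt domain fusion protein, energy donor; Signal: fluorescence energy transfer, 422 nm excitation, 530/480 nm emission; Timing: 1 h compound exposure, room temperature; Control set: unlabeled CBFb; Medium: Tris buffer pH 7.5 with salts and BSA; Compound: single test concentration of 20 µM, 1% DMSO final; Probe or stimulus: Venus-CBFb 100 nM.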
RBBP9 inhibitor: human RBBP9 hydrolase inhibition; inhibition, % at 7.94 µM; recombinant RBBP9, FP-Rh probe fluorescence polarization; 220,000 tested, 0.2% active;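 active = inhibition above the campaign mean of all tested compounds plus 3 SD, cut at about 14% in these data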;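 note: plate controls were DMSO wells with RBBP9 for no effect and wells lacking RBBP9 protein for full effect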
Target sequence (O75884 whole entry, looked up): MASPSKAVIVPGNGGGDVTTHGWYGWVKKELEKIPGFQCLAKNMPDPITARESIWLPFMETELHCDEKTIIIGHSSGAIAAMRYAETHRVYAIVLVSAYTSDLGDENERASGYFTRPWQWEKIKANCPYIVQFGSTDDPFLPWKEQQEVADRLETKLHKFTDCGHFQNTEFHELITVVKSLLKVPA
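Assay system: recombinant human RBBP9; Reagent: Serine-hydrolase probe FP-Rh, 375 nM pre-mixing; Doses: 7.94 µM single dose, 0.794% DMSO; Incubation: 30 min then 45 min, 25 °C; Detection: fluorescence polarization (mP), excitation 525 nm, emission 598 nm; Evaluation: percent inhibition from mP, scaled between DMSO and no-protein wells.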
S1P4 antag: blocks the human S1P4 receptor; O95977; S1P4-expressing cells, antagonist mode, reporter read-out; inhibition, % at 4.98 µM; 220,000 tested, 0.26% active; in the data active = inhibition above about 29%;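 note: 0% = wells stimulated with agonist and 100% = vehicle wells without agonist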
An asterisk follows results filed as active; x = not tested or not shown. Random draw from the library, and some 3.6% of all compounds hit somewhere here.

SMILES	Ba/F3 V617F tox	S1P4 agonist	NPY1 pot ag	NPY2 pot ag	NPY Y1 blocker	BaF3 parental	Runt-CBFb FRET	RBBP9 inhibitor	S1P4 antag
CC(Sc1ccc(Cl)cc1)C(=O)Nc1ccccc1-c1ccccc1 (configuration not stated)	0	0.1	-37	-25	18	3	6	-3	-8
O=C(NNC1CC(=O)N(c2ccc3c(c2)OCCO3)C1=O)c1ccc(Cl)cc1 (configuration not stated)	-1	-1.3	-8	-2	4	6	x	-7	-7
CCOC(=O)C1=C(Nc2ccc(OC)cc2)OCC1=O	2	0.9	-12	-8	x	5	2	0	8
C=CCn1nnnc1-c1cc(Cl)cc(Cl)c1	-1	-1.2	0	-8	6	3	0	-1	-13
CCCCNC(=S)NNC(=O)c1csc2c1CCC(C)C2 (configuration not stated)	0	-2.2	-2	10	3	3	-1	2	-8
COc1cccc(OCC(O)CN2CCN(c3ccc(Cl)cc3)CC2)c1 (configuration not stated)	-3	-0.2	-10	-14	x	-1	1	1	-5
CC(=O)OCC(=O)Nc1ccc(Cl)cc1Cl	-5	1.1	6	10	-2	2	-1	3	-10
COCCNC(=O)c1ccc2c(=O)n(Cc3ccco3)c(SCC(=O)NC3CCCC3)nc2c1	1	12*	13	17	4	3	3	2	2
CCC(=O)Nc1cc(C)c(NC(=O)c2ccco2)cn1	-3	-0.3	22	0	7	4	-1	-11	-2
Cn1c(CNc2ccccc2)cc(=O)n(C)c1=O	3	-1.6	-3	-5	-5	7	-1	-5	-9
CCOC(=O)c1cc(S(=O)(=O)N2CCN(C(=O)OCC)CC2)cn1C	2	0.7	-4	-2	1	6	-1	-8	-15
COc1ccc(COc2ccccc2C(N)=O)cc1F	2	1.7	-5	14	-1	2	2	-9	7
CC1CCC(NC(=O)C2CCN(C(=O)NC3CCCCC3)CC2)CC1 (configuration not stated)	-2	0.3	-8	-3	0	3	1	4	-10
COc1ccc(C(=O)NC(=S)NNC(=O)c2cnccn2)cc1	0	-0.2	-1	-2	3	5	8	-8	-14
CC(=O)c1ccc(Cc2ccc(C(C)=O)cc2)cc1	-1	0.8	5	1	-3	8	1	-9	-20
COc1cccc(CN(C)CC(=O)NC(=O)NCc2ccco2)c1	0	0.4	6	-4	-3	8	0	2	-11
CC1CCC2C(=O)N(c3cccc(OS(=O)(=O)c4ccccc4)c3)C(=O)C2C1 (configuration not stated)	-3	-0.9	-17	9	1	4	0	-13	-25
COc1ccc(-n2nc(C(=O)NCC(=O)NCc3ccccc3OC)c3ccccc3c2=O)c(OC)c1	-1	-1.2	1	-19	9	4	-4	1	-12
CCCc1cc(C(=O)NCCc2ccccc2)no1	1	2.2	8	-3	1	5	1	-5	-17
Cc1cc(OCc2cc3c(cc2Cl)OCO3)c2c(C)cc(=O)oc2c1	3	-1.5	-20	10	2	2	0	-5	-5
COc1cc(-c2nnc(SCC(=O)N3CCCC3)o2)cc(OC)c1OC	7	0.7	-4	-1	11	11	-1	3	15
COc1ccc(C2C(C(=O)NCc3cccnc3)c3ccccc3C(=O)N2C)cc1OC (configuration not stated)	-1	3.3	-3	-15	-1	0	-4	-3	-18
CCOC(=O)C1=C(C)Nc2ccccc2N=C1NC(=O)C(c1ccccc1)c1ccccc1	4	-0.7	-7	3	3	5	2	-8	-5
Cc1ccc(S(=O)(=O)C2(S(=O)(=O)c3ccc(C)cc3)CCCC2)cc1	30*	-1.1	-21	15	5	24	-1	-4	-12
COc1ccc2[nH]cc(C(=O)CN(C)CCc3ccc(OC)c(OC)c3)c2c1	12	-1.4	-28	-6	4	6	3	3	-24

Additional compounds
SMILES	Ba/F3 V617F tox	S1P4 agonist	NPY1 pot ag	NPY2 pot ag	NPY Y1 blocker	BaF3 parental	Runt-CBFb FRET	RBBP9 inhibitor	S1P4 antag
O=C(NC1CCCCCC1)c1ccc(N2CCCC2=O)cc1	-3	1.1	24	2	1	0	-1	-11	7
CCc1ccc(Nc2ncc3c(n2)CC(c2ccc(OC)cc2)CC3=O)cc1 (configuration not stated)	-1	0.4	10	1	3	0	-3	1	-2
C=Cn1cc[n+](CC(=O)C(C)(C)C)c1	0	-2.6	10	-11	8	9	-2	-4	-19
Cc1ccccc1OCC(=O)NNC(=S)NC(=O)c1ccco1	0	-0.6	10	-25	-3	0	2	4	-7
O=C(NCc1ccccc1)c1cc(S(=O)(=O)N2CCC3(CC2)OCCO3)ccc1F	4	1.0	-21	-4	6	4	-1	3	2
CC(C)CSc1ccc(S(=O)(=O)NCC(=O)O)cc1[N+](=O)[O-]	6	-1.5	-5	-16	9	1	-2	-12	12
COC(=O)CNc1nc(OC)nc(N(C)C)n1	1	1.9	-20	0	-7	5	0	-8	-16
Cc1ccc(C(=O)c2ccccc2C(=O)OCC(=O)NC(=O)NC(C)(C)C)cc1	0	1.1	8	-21	1	3	-2	-8	-1
Cc1nc(N2CCCCC2)c2sc(=S)n(C)c2n1	0	3.1	-10	-6	0	1	0	-4	-6
O=C(COc1ccccc1)N1CCN(c2ccc([N+](=O)[O-])c(N3CCCCC3)c2)CC1	0	-1.8	9	10	3	2	-4	-10	3
CC1=CC(C)C2(COC(c3ccc[n+](C)c3)OC2)C(C)C1 (configuration not stated)	65*	0.8	11	-3	-2	72*	-22	-1	15
COc1ccc(C(=O)NC(NC(=O)c2ccc(OC)cc2)c2ccccc2F)cc1	-1	0.9	19	-3	-4	4	-1	0	3
Cc1ccc(C(=O)COc2cccc(NC(=O)c3ccco3)c2)cc1	2	1.3	-27	-29	13	96*	0	-6	1
Cn1nc(-c2ccc(Cl)cc2)c2cc(C(=O)N3CCN(c4ccccn4)CC3)sc21	3	0.2	-1	-7	13	3	-15	-16	-14
Cc1cccc(OCCC(=O)Nc2ccc(C)c(S(=O)(=O)N3CCCCC3)c2)c1	3	0.3	10	5	7	8	-1	-16	-6
COc1ccccc1-c1cc(C2CC2)nc(N)c1C#N	0	1.8	-15	-17	8	3	-2	-7	-52
COc1cc(NS(=O)(=O)c2ccc(NC(=O)c3ccc(S(=O)(=O)N4CCCC4)cc3)cc2)ncn1	7	0.1	-19	-14	-1	11	-3	-7	-1
COc1cc(/C=C(\C#N)c2nc3ccccc3[nH]2)c([N+](=O)[O-])cc1OCc1ccccc1	1	1.2	11	18	5	7	38	-3	2
Nc1ccc2nc(-c3ccc(N)c(Cl)c3)[nH]c2c1	13	-1.6	-21	6	3	14	-1	2	-4
Cc1cccc(C)c1NC(=O)COC(=O)c1ccc(N2CCCC2)c([N+](=O)[O-])c1	-1	0.5	-4	5	4	4	-2	-5	-8
O=C(NNC(=O)c1ccccn1)c1cccc([N+](=O)[O-])c1	1	1.1	3	-12	1	9	1	-5	-2
O=C(Nc1ccc(S(=O)(=O)Nc2nccs2)cc1)C1CCCCC1	-3	-0.7	0	-5	1	5	-3	2	-7
CON/C=C(\C=Nc1ccc(Cl)cc1)c1ncc(C(F)(F)F)cc1Cl	-3	-1.1	0	3	1	5	-1	-7	-6
CCc1nc(N2CCCC(C)C2)c2oc3ccccc3c2n1 (configuration not stated)	-1	1.8	-25	-23	38*	0	-3	-7	-2
Cc1cc(C(=O)N/N=C/c2cccn2C)no1	2	-4.2	-11	-2	0	10	0	8	-3

NPY Y1 blocker, hit marks shown above
mol | S1P4 agonist | NPY1 pot ag | NPY2 pot ag | NPY Y1 blocker | Runt-CBFb FRET | RBBP9 inhibitor | S1P4 antag
CCc1nc(N2CCCC(C)C2)c2oc3ccccc3c2n1 (configuration not stated) | 1.8 | -25 | -23 | 38* | -3 | -7 | -2

Other entries follow:
SMILES	Ba/F3 V617F tox	S1P4 agonist	NPY1 pot ag	NPY2 pot ag	NPY Y1 blocker	BaF3 parental	Runt-CBFb FRET	RBBP9 inhibitor	S1P4 antag
Cc1ccc(C)c(NC(=O)Cn2cnc3c(oc4ccccc43)c2=O)c1	0	2.6	14	0	6	9	-1	-3	-13
C=CCN=C1SCC(=O)N1S(=O)(=O)c1ccc(C)cc1	-1	0.5	-19	7	-4	4	-1	1	-10
O=C(NCc1ccccc1Cl)c1ccc(-c2ccccc2)cc1	5	-1.2	-15	-16	6	3	2	-4	-4
S=C(NCc1ccco1)N/N=C/c1ccncc1	-3	2.3	3	9	x	-3	-2	-3	3
CC(NCc1cccc(S(=O)(=O)N(C)C)c1)c1ccc(F)cc1 (configuration not stated)	-7	-0.5	19	-11	x	4	2	-8	-3
O=C(Nc1cccc(NC(=O)c2cccs2)c1)c1ccc2c(c1)OCO2	3	1.8	-15	8	7	2	1	-17	-17
CCOC(=O)c1sc2nc(C)cc(-c3ccccc3)c2c1N	0	1.3	-12	-3	-5	4	0	-2	-7
O=C(O)CC(NC(=O)C12CC3CC(CC(C3)C1)C2)c1ccc2c(c1)OCO2 (configuration not stated)	-2	-0.1	-9	5	3	0	-2	-7	0
COc1cccc(-c2nnn(CCc3nn[nH]n3)n2)c1	-3	0.1	-36	-11	12	2	-1	-6	2
CCOC(=O)N1CCN(C(=O)c2ccc(NC(=O)CC)cc2)CC1	0	4.7	5	-14	12	5	1	-5	-5
CC1=NN(C(=O)CCCc2ccccc2)C(O)(C(F)(F)F)C1 (configuration not stated)	1	1.1	0	-10	5	0	1	-9	-2
C1CCCC(NC2=NCCO2)CCC1	-3	1.4	0	16	x	-1	-1	-12	-3
Cc1[nH]c2ccccc2c1C(=O)CN1CCSCC1	-2	-0.5	-9	0	4	-2	-2	-2	7
CCOC(=O)c1csc(Nc2nc3ccc(F)cc3s2)n1	-1	-0.8	5	13	2	3	-2	-2	-8
Cc1ccccc1N1CCN(C(=S)c2ccc(-c3cccc([N+](=O)[O-])c3)o2)CC1	2	-2.3	6	2	6	4	10	-8	-4
CCOC(=O)C1=C(C)NC(=O)N(C(C)=O)C1c1ccc(Cl)cc1 (configuration not stated)	-2	-1.5	0	0	0	3	-2	0	0
CC1CN(C(=O)c2cc3cc(Cl)cc(Cl)c3oc2=O)CC(C)O1 (configuration not stated)	-4	-3.1	10	2	1	-2	-11	-7	-16
COc1cc(/C=C2/C(=N)N3C=CSC3=NC2=O)ccc1OCCCOc1c(C)cccc1C	-2	-0.8	-18	0	-1	2	-7	-4	6
N#Cc1nc(-c2cccc3ccccc23)oc1N1CCCCC1	-5	-1.3	9	6	-1	-1	-7	-5	-16
O=C(CSc1cccc2cccnc12)N/N=C/c1ccc(O)cc1	-1	1.2	-11	4	x	-3	2	-8	4

One compound at a time, from the list above. Values in the order: Ba/F3 V617F tox	S1P4 agonist	NPY1 pot ag	NPY2 pot ag	NPY Y1 blocker	BaF3 parental	Runt-CBFb FRET	RBBP9 inhibitor	S1P4 antag
Profile of `COc1cccc(-c2nnn(CCc3nn[nH]n3)n2)c1` → -3	0.1	-36	-11	12	2	-1	-6	2
Profile of `N#Cc1nc(-c2cccc3ccccc23)oc1N1CCCCC1` → -5	-1.3	9	6	-1	-1	-7	-5	-16
Profile of `CCOC(=O)c1csc(Nc2nc3ccc(F)cc3s2)n1` → -1	-0.8	5	13	2	3	-2	-2	-8
